Source: PubChem (several laboratories)
Glyco luc inh = blocks N-linked glycosylation in D54 reporter cells; D54 ERlucT glycosylation luciferase reporter, 24 h; percent of 100 nM tunicamycin response; reporter increase, % at 12.5 µM; 360,000 compounds, 0.23% hits; AID 588692;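 active = mean luciferase reporter signal, scaled so untreated is 0 and the glycosylation-blocking control 100, at or above a set limit in every replicate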;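 also: luciferase carries N-glycosylation sites so blocking glycosylation raises the light; 0% = median of neutral control wells and 100% = median of 100 nM tunicamycin wells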
ABHD5-PLIN5 inh = blocks binding of human ABHD5 to perilipin-5. Q00G26+Q8WTS1. Split G. princeps luciferase complementation, luminescence, 4 h. inhibition, % at 4 µM. 360,000 compounds, 0.78% hits. AID 602281;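 active = inhibition above the mean inhibition across every tested compound plus 3 SD, cut at about 22% in these data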;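 also: 0% = DMSO only wells and the 100% control is not disclosed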
MC4R ag barr = agonists of human melanocortin 4 receptor (MC4R) beta-arrestin; P32245; U2OS MC4R beta-arrestin complementation, luminescence; percent of melanotan II response, DMSO zero; activation, % at 8.9 µM; 360,000 compounds, 0.98% hits; AID 540308;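 active = activation above a per-plate cutoff, the mean activation of sample wells on that plate plus 3 SD, cut at about 8% in these data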
MC4R antagonist = human MC4R antagonism in cAMP assay | P32245 | MC4R-expressing cells, MTII-stimulated cAMP, LANCE TR-FRET | inhibition, % at 6.5 µM | 360,000 compounds, 0.48% hits;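 active = inhibition above its plate's cutoff, the mean of tested wells on that plate plus 3 SD, cut at about 29% in these data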;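 also: 0% = Melanotan II alone and 100% = Melanotan II plus saturating MCL0020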
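Material: U2OS-MC4R stable cell line | Reagent: Melanotan II challenge after compound preincubation | Doses: One concentration, 6.5 µM nominal | Incubation: 30-min compound preincubation, 1-h Melanotan II challenge, 1-h detection, room temperature | Signal: TR-FRET cAMP assay | Replicates: One well per compound, no replicates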
ABCB6 inh 2 = blocks the human ABCB6 transporter. Q9NP58. K562-ABCB6 porphyrin accumulation, flow cytometry, 1 h; stronger effect = lower value. fluorescence ratio to DMSO, % at 10 µM. 360,000 compounds, 0.19% hits;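 active = fluorescence ratio to DMSO below 75%, the collection mean minus 3 SD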;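 also: signal is porphyrin accumulated inside mitochondria; 100% equals median channel fluorescence of DMSO control wells; lower ratio means ABCB6 inhibition with less porphyrin fluorescence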
Target sequence (Q9NP58 whole entry, looked up): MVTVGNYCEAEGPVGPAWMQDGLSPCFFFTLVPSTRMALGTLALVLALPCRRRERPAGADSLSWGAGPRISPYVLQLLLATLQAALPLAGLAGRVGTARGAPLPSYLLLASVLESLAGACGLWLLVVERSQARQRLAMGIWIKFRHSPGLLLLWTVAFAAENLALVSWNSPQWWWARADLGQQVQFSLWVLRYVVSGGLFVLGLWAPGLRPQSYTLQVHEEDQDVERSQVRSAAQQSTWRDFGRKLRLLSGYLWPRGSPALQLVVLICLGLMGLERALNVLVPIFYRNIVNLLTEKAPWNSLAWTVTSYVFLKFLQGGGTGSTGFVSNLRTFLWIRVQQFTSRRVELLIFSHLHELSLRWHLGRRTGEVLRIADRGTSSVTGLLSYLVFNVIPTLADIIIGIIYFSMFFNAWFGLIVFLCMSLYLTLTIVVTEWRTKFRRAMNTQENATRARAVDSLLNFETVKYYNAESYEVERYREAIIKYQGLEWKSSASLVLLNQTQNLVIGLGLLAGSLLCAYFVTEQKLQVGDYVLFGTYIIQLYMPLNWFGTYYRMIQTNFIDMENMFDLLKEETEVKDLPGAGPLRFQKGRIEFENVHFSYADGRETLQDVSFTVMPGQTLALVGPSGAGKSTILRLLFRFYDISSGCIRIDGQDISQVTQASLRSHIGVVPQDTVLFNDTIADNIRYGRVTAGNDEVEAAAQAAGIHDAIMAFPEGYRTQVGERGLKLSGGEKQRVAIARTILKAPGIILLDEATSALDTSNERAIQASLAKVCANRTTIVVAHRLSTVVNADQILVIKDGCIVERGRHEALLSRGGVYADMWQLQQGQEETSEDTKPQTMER
TLR9-MyD88 block = inhibitors of human TLR9-MyD88 binding; CHO BLA complementation TLR9-MyD88, CCF4 FRET ratio; inhibition, % at 4.98 µM; 340,000 compounds, 0.21% hits; AID 504734;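 active = inhibition above the mean over all tested compounds plus 3 SD, cut at about 21% in these data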;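 also: 0% = DMSO only wells and 100% = clavulanate BLA inhibitor control wells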
aDG glyco act = increases alpha dystroglycan glycosylation; Pro5-aDG cells, alpha-DG glycosylation AlphaScreen (IIH6); 0% Pro5, 100% B10-LARGE cell signal; activation, % at 10 µM; 360,000 compounds, 0.22% hits;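 active = activation of at least 8% versus controls, or a plate z-score of at least 8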;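 also: Pro5 are CHO cells carrying HIG-tagged alpha-DG that lacks glycosylation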
NOD2-RIPK2 inh = inhibitors of human NOD2-RIPK2 interaction | inhibition, % at 4.98 µM | AID 624267 | CHO BLA complementation NOD2-RIPK2, CCF4 ratio | 360,000 compounds, 0.38% hits; in the data active = inhibition above about 21%;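 also: 0% = vehicle only and 100% = reference blocker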
Exocytosis inh = lytic granule exocytosis inhibition; 360,000 compounds, 0.66% hits; AID 651702; inhibition, % at 10 µM; TALL-104 LAMP-1 surface exposure, flow cytometry; cells stimulated with thapsigargin and PMA;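 active = inhibition above about 55%, limit read from the data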
Vif inh = inhibitors of HIV Vif; HEK293T cells, Vif self-association by quenched fluorescence, imaging, 24 h; inhibition, % at 7.49 µM; 340,000 compounds, 0.35% hits; in the data active = inhibition above about 50%, passing the limit was not always enough; also: some results filed as inactive read as strong as hits
Starred values were filed as active, the others as inactive; / = no result given. A portion of the library; the hit share may differ from the screen's.

compound	Vif inh	NOD2-RIPK2 inh	ABHD5-PLIN5 inh	Exocytosis inh	MC4R antagonist	MC4R ag barr	aDG glyco act	TLR9-MyD88 block	Glyco luc inh	ABCB6 inh 2
CN(c1ccc(C(=O)Nc2cccnc2)cc1)S(C)(=O)=O	-23	5	12	-1	8	1.2	-0.3	-5	0	88
O=C(O)CCCCCN1C(=O)/C(=C\c2cn(-c3ccccc3)nc2-c2cccs2)SC1=S	1	-7	-3	2	16	26*	-0.1	2	1	100
CC(C)C(=O)N1CCN(c2ccccc2NC(=O)c2cc([N+](=O)[O-])ccc2N2CCOCC2)CC1	-7	-8	1	-8	16	-0.1	-0.1	-9	1	95
O=C(CN1C(=O)NC2(CCCC2)C1=O)Nc1ccccc1F	-2	4	-1	-2	-3	-2.3	0.2	-14	0	103
C#CCOCCOCCOCCNc1nc(N2CCN(C(=O)C([C@@H](C)CC)n3cc(C(N)Cc4ccc(O)cc4)nn3)CC2)nc(N2CCN(C(=O)[C@H](CCC(=O)O)n3cc(C(N)CC(C)C)nn3)CC2)n1 (stereo partly specified)	0	-19	0	-6	5	0.0	-0.2	-4	2	101
Cc1cc(NS(=O)(=O)c2ccc(Cl)cc2)nn1CC(=O)NCc1ccco1	2	-10	2	0	9	-1.2	-0.3	-11	1	94
COc1ccccc1CNC(=O)COC(=O)CSc1ccc(F)cc1	14	7	14	-5	3	-1.0	-0.1	7	1	98
N#CC(CCc1ccccc1[N+](=O)[O-])(CCc1ccccc1[N+](=O)[O-])C(N)=O	26	0	-5	0	-2	0.5	-0.3	3	-1	94
CCCN1CCN(C(=O)Cn2ncc3c([nH]c4ccc(C)cc43)c2=O)CC1	-6	-5	4	0	1	-1.5	0.1	-10	0	97
C/C(=N\NC(=O)c1ccccc1)c1c(C)[nH]n(-c2ccccc2)c1=O	3	-3	4	10	-2	-1.4	0.3	3	-4	97
CCC(C)(C)NC(=O)C1CCN(S(=O)(=O)c2cccs2)CC1	-2	-6	-3	-4	0	0.8	-0.3	/	0	95
CCNc1nc(NC(C)C)nc(N(n2cnnc2)S(=O)(=O)c2ccc(C)cc2)n1	2	-8	-2	0	6	-0.5	0.3	-2	-2	106
O=C(NCc1ccccc1Cl)c1ccc(S(=O)(=O)N2CCCC2)cc1	13	0	-9	7	2	-0.4	-0.2	0	-1	92
CCC(=O)Nc1cccc(-n2nnnc2SCC(=O)NCc2ccco2)c1	-26	5	2	19	-2	-1.3	0.1	1	1	96
CCOc1ccc(CCNC(=O)c2ccc(N3CCCC3=O)cc2)cc1OCC	-6	-1	0	-1	9	-0.4	-0.2	-2	-1	99
COc1cc2ccccc2cc1C(=O)N/N=C/c1cccs1	2	-1	11	11	-16	-0.5	-0.2	7	35*	84
COc1cccc(-c2nnc(SCCOc3ccc4c(C)cc(=O)oc4c3)o2)c1	-3	-2	0	-2	10	0.5	1.3	1	1	94
C[C@@H]1CN([C@H](C)CO)C(=O)c2c(c3ccccc3n2C)-c2ccccc2CO[C@@H]1CN(C)Cc1ccc(O)cc1	-4	1	5	12	9	1.1	0.4	-5	-3	98
COc1cccc(CN(C)C(=O)C2CCC(=O)N(Cc3cccc(F)c3)C2)c1 (stereo unspecified)	3	-12	6	-1	9	-2.5	-0.1	0	0	87
O=C(NCCn1cccn1)c1ccc(OC2CCN(C(=O)C3CC3)CC2)cc1	4	-11	1	-1	-3	-0.1	0.2	-4	1	91
O=C(NC(=S)Nn1cnnc1)c1ccc(F)cc1Cl	13	-3	1	19	7	-2.8	0.1	6	1	99
CCOC(=O)N1CCC(N2CCCC(CO)(Cc3ccccc3C)C2)CC1 (stereo unspecified)	-1	-2	0	1	5	-2.4	-0.2	7	2	105
O=C(NCC1COc2ccccc2O1)c1cc(S(=O)(=O)N2CCOCC2)c(Cl)cc1Cl (stereo unspecified)	-3	-12	12	-2	1	0.4	0.4	-12	-3	94
CCOC(=O)C1=CC[C@@H](c2ccccc2)N(S(=O)(=O)c2ccc(C)cc2)[C@H]1C#N	/	44*	58*	15	/	/	0.3	/	9	97
Cc1noc(C)c1CCC(=O)N1CCCC(N2CCN(c3ccc(F)cc3)CC2)C1 (stereo unspecified)	-8	2	0	3	4	0.6	-0.2	3	4	104
COc1cccc(NC(=O)CCc2nnc3ccc(NCc4ccco4)nn23)c1	4	-1	29*	-1	8	-0.2	0.2	-4	0	102
CCN(CC)c1ccc(/C=C2\C(=O)N(c3nnc(C)c(=O)[nH]3)N=C2C)cc1	-17	-12	19	-2	-8	-2.9	1.5	9	43*	165
C/C(=N/OC(=O)c1ccc(C)cc1)C(=O)c1ccc(Br)cc1	-2	-5	3	-3	9	-2.1	0.1	12	0	102
CN(C)C(=O)Cn1c(=O)n(C)c2ccccc21	27	-10	6	1	7	-1.2	-0.3	-3	0	96
Cc1noc(C)c1COc1cccc(C(=O)N(C)Cc2cccs2)c1	14	-4	6	11	-11	-1.5	0.2	-1	0	97
Cc1ccc(S(=O)(=O)N(C)/N=C/C=C/c2ccccc2)cc1	-3	0	6	0	-10	2.1	-0.2	4	2	98
COc1ccc(NC(=O)CN2CCc3ccccc3C2)cc1S(=O)(=O)N1CCOCC1	/	-2	9	-2	19	0.7	-0.1	-2	1	101
CC(=O)N1CCOc2ccc(S(=O)(=O)Nc3ccc(Cl)cn3)cc21	12	-6	3	-12	2	-0.9	0.4	-4	1	90
O=C1CC(NCc2ccncc2)C(=O)N1c1ccc(Cl)cc1 (stereo unspecified)	2	-4	-1	-6	-3	-1.1	-0.1	6	1	105
COc1ccccc1CNC(=O)N1CCN(c2ccccc2)CC1	-2	-6	7	-5	4	-1.0	0.0	2	-1	95
CCOc1ccc(NC(=O)COC(=O)CSCC(=O)Nc2ccc(C)cc2C)cc1	-16	-7	-1	-1	3	-1.2	0.1	-11	0	95
COc1ccc(C(=O)Nc2cccnc2Sc2ccc(Cl)cc2)cc1	12	0	6	-2	6	0.2	0.1	/	0	96
O=C(C[C@H]1C[C@H](C(=O)N2CCOCC2)[C@@]2(CCC3CCCC3)c3[nH]c4ccc(Cl)cc4c3CCN2C1=O)NCCCn1ccnc1	/	-11	9	33	0	-1.9	-0.1	-4	4	96
Cc1ccc(C(=O)Nc2nnc(S(=O)(=O)Nc3ccccc3C)s2)cc1C	-8	5	-5	-2	-5	2.6	-0.1	4	-2	98
CCCCCCn1c(=O)n2n(c1=O)[C@@H]1CN(S(=O)(=O)c3ccc(C)cc3)C[C@]1(O)[C@@H](OC(=O)NCc1ccco1)C2	-1	-2	-1	-3	11	0.4	0.2	1	-2	93
O=C(CN1CCCCCCC1)N/N=C/c1ccc(F)c(F)c1	-2	-5	-2	1	11	4.0	0.1	-9	2	99
CCOc1ccc(N2CC(C(=O)Nc3nnc(Cc4ccc(OC)cc4)s3)CC2=O)cc1 (stereo unspecified)	19	3	0	5	1	-0.1	0.1	-1	1	97
O=C(Nc1ccc(S(=O)(=O)N2CCOCC2)cc1)c1nn(-c2ccc(F)cc2)ccc1=O	-4	4	1	-6	10	-0.2	0.1	4	2	100
COC(=O)c1ccc(C(=O)NN)cc1	/	-9	9	-3	-4	0.5	0.0	/	-2	94
CC(CN1C(C)CCCC1C)OC(=O)c1ccc(Cl)cc1 (stereo unspecified)	-15	-2	-2	-5	-2	-3.0	0.1	-1	0	98
Cc1cc(C(=O)OCC(=O)Nc2cc(S(=O)(=O)N(C)C)ccc2Cl)c2ccccc2n1	-12	-5	5	0	2	1.1	0.0	9	3	94
O=C(CN1CCOCC1)N1CCCc2c1c(=O)oc1ccc(OCc3ccccc3)cc21	4	0	8	0	11	-0.4	0.2	-9	-4	96
Cc1cc(Nc2ccc(Cl)cc2)nc(-c2ccccc2O)n1	-1	-14	3	1	-2	0.2	0.2	0	-11	95
C/C(Cn1cnc([N+](=O)[O-])n1)=N\NC(=O)c1cccnc1	6	0	0	-2	15	2.4	-0.1	-8	0	100
COc1ccc(S(=O)(=O)N(C)C)cc1NC(=O)C1CCN(c2ncnc3sc(C)c(C)c23)CC1	8	-1	-5	2	-5	0.7	-0.2	8	-5	89
CCOc1ncccc1C(=O)OCC(=O)Nc1ccc2c(c1)OCCO2	/	0	0	-7	0	-0.3	-0.3	5	2	96
COc1cccc(-c2cc(C(F)(F)F)nc(-n3cc(Cl)cn3)n2)c1	/	6	7	10	-2	-0.5	0.3	11	1	97
CN1CCN(CCC(=O)Nc2ccccc2)CC1	4	-1	-7	4	14	-0.8	0.0	-7	4	100
Cc1ccc(/C=C/S(=O)(=O)NCC(=O)OCC(=O)Nc2ccc(C(N)=O)cc2)cc1	6	6	3	4	0	-2.6	-0.1	1	0	97
COc1ccc(-c2cc(-c3ccc(O)cc3)nc(N)c2C#N)cc1	-3	8	-1	25	-15	1.4	0.1	0	8	102
CCOC(=O)C1CCN(C2=NC(=O)/C(=C/c3ccc(Cl)cc3)S2)CC1	0	5	7	6	11	-1.4	-0.1	-9	0	92
